SENP6 block: blocks the human protease SENP6. Q9GZR1. inhibition, % at 10 µM. 1.8% of 330,000 active. AID 2599. Recombinant SENP6 catalytic domain, aminoluciferin luminescence;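 active = inhibition above about 50% at the single tested dose, limit read from the data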;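 note: plate controls were DMSO wells with enzyme for no effect and DMSO wells lacking enzyme for full effect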
SENP1 FRET inh: SENP1 (human) catalytic domain inhibition; Q9P0U3; 0.21% of 360,000 active; recombinant SENP1 catalytic domain, CyPet-SUMO1-YPet FRET cleavage; AID 624204; inhibition, % at 10 µM;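 active = inhibition at least 30% at 10 µM, raw YFP signal under a set limit, fluorescence ratio 0.5 to 1.5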;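 note: 0% = enzyme with DMSO and 100% = no enzyme wells; some results filed as inactive read as strong as hits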
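Compound: 10 µM single point, 0.5% DMSO; Test system: hSENP1 catalytic domain, recombinant; Timing: 50 min reaction at room temperature; Technique: FRET, CFP and YFP emission; Control set: no-enzyme wells low, DMSO-plus-enzyme wells high control.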
SENP8 block-1: blocks human SENP8 cleavage of Nedd8 substrate; AID 602440; inhibition, % at 20 µM; recombinant SENP8, Nedd8 substrate fluorescence; 0.64% of 360,000 active; Q96LD8; in the data active = inhibition mostly above about 40%, no sharp cut-off; inactive = mostly below about 27%
SENP8 block-2: inhibitors of human SENP8 protease; purified SENP8, Z-RLRGG-aminoluciferin cleavage, luminescence; inhibition, % at 10 µM; 1.2% of 330,000 active; AID 2540; in the data active = inhibition above about 50%
Apaf1 inhib: human Apaf-1 inhibition. O14727. reconstituted apoptosome caspase-3 activity, DEVD-Rh110 fluorescence. inhibition, % at 20 µM. 0.71% of 330,000 active; active = inhibition of at least 40% at 20 µM;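 note: plate controls were DMSO wells for no effect and DEVD-CHO caspase inhibitor wells for full effect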
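System: Apoptosome proteins | Medium: Hepes pH 7.5 with detergent and BSA | Also added: Cytochrome c trigger plus (Z-DEVD)2-Rh110 caspase-3 substrate | Incubation: 30 min compound preincubation, 50 min activation, room temperature | Detection: Rhodamine 110 fluorescence at Ex 480/Em 540 nm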
PfG6PD inh: PfG6PD (Plasmodium falciparum) enzyme inhibition; PfGluPho enzyme, NADPH resazurin-diaphorase fluorescence; inhibition, % at 20 µM; 0.78% of 350,000 active; AID 504690;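 active = inhibition reaching at least a set limit at 20 µM in the primary screen, cut at about 59% in these data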;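 note: 0% = DMSO wells with substrate and 100% = DMSO wells lacking glucose-6-phosphate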
NLRP3 yeast inh: NALP3 inhibition in yeast; Yeast reconstituted NLRP3/ASC/caspase-1, beta-gal luminescence, 24 h; inhibition, % at 10 µM; 0.39% of 330,000 active;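 active = inhibition of 50% or more; inactive = inhibition below 50%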;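 note: plate controls were induced DMSO wells for no effect and uninduced yeast grown without galactose for full effect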
SENP7 inh: inhibitors of human SENP7 protease. inhibition, % at 5 µM. recombinant SENP7, Z-RLRGG-aminoluciferin luminescence, 40 min. Q9BQF6. 1.5% of 330,000 active;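 active = inhibition above about 50% at the single test dose, limit read from the data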;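 note: plate controls were DMSO with enzyme for no effect and no enzyme buffer wells for full effect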
HKDC1 inh: HKDC1 (human) hexokinase inhibition. Q2TB90. recombinant HKDC1, G6PDH/diaphorase resazurin coupled fluorescence. inhibition, % at 20 µM. 0.16% of 340,000 active;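 active = inhibition above about 35% when tested at 20 µM, limit read from the data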;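 note: plate controls were DMSO wells with enzyme for no effect and DMSO wells lacking enzyme for full effect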
Target sequence (Q2TB90 whole entry, looked up): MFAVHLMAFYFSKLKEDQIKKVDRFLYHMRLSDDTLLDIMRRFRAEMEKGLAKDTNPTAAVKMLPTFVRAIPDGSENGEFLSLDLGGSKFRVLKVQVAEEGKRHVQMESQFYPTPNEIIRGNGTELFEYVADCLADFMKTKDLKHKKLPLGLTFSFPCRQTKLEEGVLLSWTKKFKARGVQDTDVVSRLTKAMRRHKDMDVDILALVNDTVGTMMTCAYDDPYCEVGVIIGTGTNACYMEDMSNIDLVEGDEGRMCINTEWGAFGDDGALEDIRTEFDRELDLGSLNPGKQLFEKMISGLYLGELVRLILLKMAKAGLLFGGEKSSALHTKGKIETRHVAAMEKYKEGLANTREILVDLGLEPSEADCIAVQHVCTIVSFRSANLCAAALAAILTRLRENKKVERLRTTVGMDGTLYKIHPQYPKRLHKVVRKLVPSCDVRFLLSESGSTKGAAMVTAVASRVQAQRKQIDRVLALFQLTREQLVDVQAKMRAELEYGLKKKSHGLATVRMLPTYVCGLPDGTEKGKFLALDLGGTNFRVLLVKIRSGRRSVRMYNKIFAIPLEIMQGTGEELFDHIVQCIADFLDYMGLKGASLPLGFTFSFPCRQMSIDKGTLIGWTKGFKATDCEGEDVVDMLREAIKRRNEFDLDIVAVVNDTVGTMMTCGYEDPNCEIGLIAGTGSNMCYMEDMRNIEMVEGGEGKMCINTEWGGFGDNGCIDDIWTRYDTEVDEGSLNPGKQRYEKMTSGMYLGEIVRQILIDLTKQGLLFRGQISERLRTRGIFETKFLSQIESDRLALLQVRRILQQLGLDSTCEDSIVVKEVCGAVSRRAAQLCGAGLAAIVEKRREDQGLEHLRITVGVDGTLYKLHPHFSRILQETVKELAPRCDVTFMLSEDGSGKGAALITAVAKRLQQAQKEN
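test system = in-house recombinant HK5 (HKDC1) enzyme | amount = HKDC1 at 5 µg/mL | control set = DMSO-enzyme wells negative, buffer-substituted wells positive | compound = one dose of 20 µM, 1% DMSO | schedule = reaction time 90 min, room temperature, protected from light | technique = resorufin fluorescence at 613 nm | reagent = glucose with 1 mM ATP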
Active calls of the source: *.

For FC(F)(F)c1cc(-c2ccco2)nc(NCc2ccc(Cl)cc2)n1 the results were SENP6 block -6, SENP1 FRET inh -5, SENP8 block-1 -288, SENP8 block-2 -6, Apaf1 inhib 20, PfG6PD inh 20, NLRP3 yeast inh 39, SENP7 inh -1 and HKDC1 inh 3.
COc1cc2c(cc1OC)C1=C(C#N)CC/C(=N\S(=O)(=O)c3cccc(Cl)c3)N1CC2 was read as SENP6 block 9, SENP1 FRET inh -11, SENP8 block-1 -76, SENP8 block-2 10, Apaf1 inhib 4, PfG6PD inh -5, NLRP3 yeast inh 4, SENP7 inh 3 and HKDC1 inh -2.
COc1ccccc1NC(=O)N1CCN(c2ccccc2F)CC1 was read as SENP6 block 0, SENP1 FRET inh 2, SENP8 block-1 36, SENP8 block-2 -6, Apaf1 inhib 4, PfG6PD inh 4, NLRP3 yeast inh 6, SENP7 inh -10 and HKDC1 inh 0.
C=CCN1C(=O)C2(OCCCO2)c2c(C)ccc(C)c21 was read as SENP6 block 21, SENP1 FRET inh 1, SENP8 block-1 3, SENP8 block-2 -11, Apaf1 inhib -5, PfG6PD inh -15, NLRP3 yeast inh 18, SENP7 inh 1 and HKDC1 inh 4.
For Cc1ccc(S(=O)(=O)Oc2cccc(N3C(=O)C4CC=CCC4C3=O)c2)cc1 (stereo unspecified) the results were SENP6 block 12, SENP1 FRET inh 0, SENP8 block-1 28, SENP8 block-2 -2, Apaf1 inhib 12, PfG6PD inh -7, NLRP3 yeast inh 6, SENP7 inh 2 and HKDC1 inh 4.
`CCN(c1ccccc1)S(=O)(=O)c1cc(NC(=O)C2CC2)ccc1Cl` gave SENP6 block -19, SENP1 FRET inh 2, SENP8 block-1 3, SENP8 block-2 -4, Apaf1 inhib 1, PfG6PD inh 7, NLRP3 yeast inh 10, SENP7 inh -7 and HKDC1 inh -4.
CCOc1ccc(-n2cnc3sc4c(c3c2=O)CCCC4)cc1 was read as SENP6 block 17, SENP1 FRET inh -1, SENP8 block-1 -1, SENP8 block-2 14, Apaf1 inhib 1, PfG6PD inh 2, NLRP3 yeast inh 32, SENP7 inh 1 and HKDC1 inh 3.
`C=C[C@H]1[C@H](O[C@@H]2O[C@H](CO)[C@@H](O)[C@H](O)[C@H]2O)OC=C2C(=O)OCC[C@]21O` gave SENP6 block 6, SENP1 FRET inh 0, SENP8 block-1 14, SENP8 block-2 5, Apaf1 inhib 0, PfG6PD inh -8, NLRP3 yeast inh 11, SENP7 inh 6 and HKDC1 inh -8.
O=C(NCc1ccc(F)cc1)C(c1ccco1)N(C(=O)c1csnn1)C1CC1 (stereo unspecified) was read as SENP6 block -3, SENP1 FRET inh 1, SENP8 block-1 7, SENP8 block-2 1, Apaf1 inhib -1, PfG6PD inh -4, NLRP3 yeast inh 18, SENP7 inh 4 and HKDC1 inh -5.
CN(C)S(=O)(=O)N1CCN(S(=O)(=O)c2ccc3ccccc3c2)CC1 was read as SENP6 block -6, SENP1 FRET inh 2, SENP8 block-1 2, SENP8 block-2 -4, Apaf1 inhib -7, PfG6PD inh -16, NLRP3 yeast inh -2, SENP7 inh -2 and HKDC1 inh 13.
For CCCC12CN3CC(CCC)(CN(C1)C3C(O)C(O)C(O)CO)C2=O (stereo unspecified) the results were SENP6 block -4, SENP1 FRET inh 0, SENP8 block-1 15, SENP8 block-2 -1, Apaf1 inhib -2, PfG6PD inh -2, NLRP3 yeast inh 10, SENP7 inh -3 and HKDC1 inh -6.
For Cc1ccc(/C=N/n2c(-c3cccs3)n[nH]c2=S)cc1 the results were SENP6 block -6, SENP1 FRET inh 1, SENP8 block-1 -3, SENP8 block-2 5, Apaf1 inhib -5, PfG6PD inh 21, NLRP3 yeast inh 39, SENP7 inh 3 and HKDC1 inh -3.

3 compounds out of the list, sorted by formula weight, ascending:
CCOc1ccc(-n2cnc3sc4c(c3c2=O)CCCC4)cc1 was read as SENP6 block 17, SENP1 FRET inh -1, SENP8 block-1 -1, SENP8 block-2 14, Apaf1 inhib 1, PfG6PD inh 2, NLRP3 yeast inh 32, SENP7 inh 1 and HKDC1 inh 3.
For FC(F)(F)c1cc(-c2ccco2)nc(NCc2ccc(Cl)cc2)n1 the results were SENP6 block -6, SENP1 FRET inh -5, SENP8 block-1 -288, SENP8 block-2 -6, Apaf1 inhib 20, PfG6PD inh 20, NLRP3 yeast inh 39, SENP7 inh -1 and HKDC1 inh 3.
CN(C)S(=O)(=O)N1CCN(S(=O)(=O)c2ccc3ccccc3c2)CC1 was read as SENP6 block -6, SENP1 FRET inh 2, SENP8 block-1 2, SENP8 block-2 -4, Apaf1 inhib -7, PfG6PD inh -16, NLRP3 yeast inh -2, SENP7 inh -2 and HKDC1 inh 13.

Other structures:
Screening COc1ccc(CC/C(C)=N\NC(N)=O)cc1 returned SENP6 block -22, SENP1 FRET inh 1, SENP8 block-1 12, SENP8 block-2 -8, Apaf1 inhib 1, PfG6PD inh 16, NLRP3 yeast inh -7, SENP7 inh -6 and HKDC1 inh -12.
`C=CCn1c(SCC(=O)Nc2nc3ccccc3s2)nnc1-c1ccccc1O` gave SENP6 block -25, SENP1 FRET inh 0, SENP8 block-1 11, SENP8 block-2 -11, Apaf1 inhib 9, PfG6PD inh -14, NLRP3 yeast inh 15, SENP7 inh -7 and HKDC1 inh -4.
`Cc1nc(-n2[nH]c3c(c2=O)CCCC3)[nH]c(=O)c1Cc1ccccc1` gave SENP6 block -16, SENP1 FRET inh -21, SENP8 block-1 20, SENP8 block-2 -9, Apaf1 inhib 6, PfG6PD inh -7, NLRP3 yeast inh 17, SENP7 inh -3 and HKDC1 inh 2.
`Cc1sc2ncnc(N3CCOCC3)c2c1C` gave SENP6 block -13, SENP1 FRET inh 2, SENP8 block-1 17, SENP8 block-2 -3, Apaf1 inhib -7, PfG6PD inh 3, NLRP3 yeast inh 15, SENP7 inh 6 and HKDC1 inh -10.
For CC(Oc1ccc(F)cc1)C(=O)N(CCC1=CCCCC1)c1c(N)n(Cc2ccccc2)c(=O)[nH]c1=O (stereo unspecified) the results were SENP6 block -8, SENP1 FRET inh -3, SENP8 block-1 8, SENP8 block-2 -2, Apaf1 inhib 17, PfG6PD inh -14, NLRP3 yeast inh 21, SENP7 inh -9 and HKDC1 inh 6.
CCC(C(=O)Nc1sc(C(N)=O)c(C)c1C(=O)OC)c1ccccc1 (stereo unspecified) was read as SENP6 block 1, SENP1 FRET inh -3, SENP8 block-1 -15, SENP8 block-2 10, Apaf1 inhib -9, PfG6PD inh -4, NLRP3 yeast inh -1, SENP7 inh 0 and HKDC1 inh 3.
`COc1ccc(OC)c(/C=N\NC(=O)c2cc3c(ccc4ccccc43)o2)c1` gave SENP6 block -5, SENP1 FRET inh -107, SENP8 block-1 -483, SENP8 block-2 -2, Apaf1 inhib 3, PfG6PD inh -14, NLRP3 yeast inh 17, SENP7 inh -16 and HKDC1 inh 3.
`Brc1ccc(-c2csc(/N=C/N3CCOCC3)n2)cc1` gave SENP6 block -21, SENP1 FRET inh 2, SENP8 block-1 29, SENP8 block-2 -14, Apaf1 inhib 19, PfG6PD inh 1, NLRP3 yeast inh 28, SENP7 inh -7 and HKDC1 inh 1.
Cc1cc(C)c(NC(=O)c2cc(=O)c3ccccc3o2)c(C)c1 was read as SENP6 block 17, SENP1 FRET inh 0, SENP8 block-1 7, SENP8 block-2 2, Apaf1 inhib -29, PfG6PD inh -1, NLRP3 yeast inh 12, SENP7 inh 8 and HKDC1 inh -5.
Screening Cc1cccc(OCc2nnc(SCC(=O)NCC3CCCO3)n2C)c1 (stereo unspecified) returned SENP6 block -6, SENP1 FRET inh 0, SENP8 block-1 -7, SENP8 block-2 0, Apaf1 inhib -3, PfG6PD inh 1, NLRP3 yeast inh 6, SENP7 inh 6 and HKDC1 inh -3.
`CCN(CC)S(=O)(=O)c1ccc(N/N=C/c2cc(OC)ccc2O)nc1` gave SENP6 block -8, SENP1 FRET inh -1, SENP8 block-1 -422, SENP8 block-2 -2, Apaf1 inhib -1, PfG6PD inh -8, NLRP3 yeast inh 12, SENP7 inh 2 and HKDC1 inh -10.
O=C1C=C(c2cc(Cl)cc(Cl)c2)C[C@@H](c2ccc3c(c2)OCO3)C1 was read as SENP6 block -19, SENP1 FRET inh 3, SENP8 block-1 1, SENP8 block-2 -1, Apaf1 inhib 2, PfG6PD inh -1, NLRP3 yeast inh 6, SENP7 inh 10 and HKDC1 inh 0.
Screening CC(C(=O)O)N1C(=O)/C(=C/C=C/c2ccco2)SC1=S (stereo unspecified) returned SENP6 block -103, SENP1 FRET inh 36, SENP8 block-1 26, SENP8 block-2 1, Apaf1 inhib 47*, PfG6PD inh 56, NLRP3 yeast inh 14, SENP7 inh -6 and HKDC1 inh 56*.
For COc1ccc(-c2nnn(CC(=O)N3CCN(c4ccccc4OC)CC3)n2)cc1OC the results were SENP6 block -14, SENP1 FRET inh 0, SENP8 block-1 14, SENP8 block-2 4, Apaf1 inhib -4, PfG6PD inh -9, NLRP3 yeast inh 1, SENP7 inh 3 and HKDC1 inh 0.
Screening Cn1cc(C(=O)c2ccc(Cl)cc2Cl)cc1C(=O)NN returned SENP6 block -5, SENP1 FRET inh -2, SENP8 block-1 8, SENP8 block-2 12, Apaf1 inhib 1, PfG6PD inh 0, NLRP3 yeast inh 0, SENP7 inh 4 and HKDC1 inh -3.
Screening CC1CCN(S(=O)(=O)c2ccc(NC(=O)c3ccccc3F)cc2)CC1 returned SENP6 block -10, SENP1 FRET inh 1, SENP8 block-1 9, SENP8 block-2 1, Apaf1 inhib 21, PfG6PD inh 1, NLRP3 yeast inh 30, SENP7 inh 5 and HKDC1 inh -3.
`COc1ccc(NC(=O)CSc2nnc(C3CC3)n2C)cc1S(=O)(=O)N1CCCCC1` gave SENP6 block -22, SENP1 FRET inh 0, SENP8 block-1 -3, SENP8 block-2 -3, Apaf1 inhib -8, PfG6PD inh 15, NLRP3 yeast inh 15, SENP7 inh 3 and HKDC1 inh -3.
For O=C(CCCOc1ccccc1)NCC1CCCO1 (stereo unspecified) the results were SENP6 block -2, SENP1 FRET inh -1, SENP8 block-1 8, SENP8 block-2 1, Apaf1 inhib -31, PfG6PD inh -3, NLRP3 yeast inh 14, SENP7 inh 7 and HKDC1 inh -1.
Cn1c(=S)oc2ccccc21 was read as SENP6 block -2, SENP1 FRET inh -1, SENP8 block-1 16, SENP8 block-2 -1, Apaf1 inhib -18, PfG6PD inh -7, NLRP3 yeast inh 2, SENP7 inh -2 and HKDC1 inh -5.
For C#CCN(C(=O)c1ccc(OC2CCN(C(=O)CCOC)CC2)cc1)C1CCCCC1 the results were SENP6 block 17, SENP1 FRET inh 2, SENP8 block-1 14, SENP8 block-2 -5, Apaf1 inhib 0, PfG6PD inh 12, NLRP3 yeast inh 17, SENP7 inh 7 and HKDC1 inh -1.
Screening C/C(=N\NS(=O)(=O)c1ccc(C)cc1)c1cc2ccccc2oc1=O returned SENP6 block -10, SENP1 FRET inh 2, SENP8 block-1 -6, SENP8 block-2 -4, Apaf1 inhib 8, PfG6PD inh -18, NLRP3 yeast inh 15, SENP7 inh 7 and HKDC1 inh 13.

Not a hit list. About 4.1% of those tested had a hit in this group.
